# EPAC2 agonist – qHTS for Agonist of cAMP-regulated guanine nucleotide exchange factor 4 (EPAC2): primary screen. Rap guanine nucleotide exchange factor 4 (Homo sapiens), Q8WZA2. EPAC2 activation, biochemical qHTS; response scale: 100% = 6.5 mM cAMP response. Potency, µM (top dose mostly 154 µM), without a hit: at the top dose activation, usual class: activators. 0.079% of 360,000 active; also: potency is read from the fitted curve at half-maximal effect; nearly all actives have a fitted effect of over 50% in size
# Target sequence (Q8WZA2 whole entry, looked up): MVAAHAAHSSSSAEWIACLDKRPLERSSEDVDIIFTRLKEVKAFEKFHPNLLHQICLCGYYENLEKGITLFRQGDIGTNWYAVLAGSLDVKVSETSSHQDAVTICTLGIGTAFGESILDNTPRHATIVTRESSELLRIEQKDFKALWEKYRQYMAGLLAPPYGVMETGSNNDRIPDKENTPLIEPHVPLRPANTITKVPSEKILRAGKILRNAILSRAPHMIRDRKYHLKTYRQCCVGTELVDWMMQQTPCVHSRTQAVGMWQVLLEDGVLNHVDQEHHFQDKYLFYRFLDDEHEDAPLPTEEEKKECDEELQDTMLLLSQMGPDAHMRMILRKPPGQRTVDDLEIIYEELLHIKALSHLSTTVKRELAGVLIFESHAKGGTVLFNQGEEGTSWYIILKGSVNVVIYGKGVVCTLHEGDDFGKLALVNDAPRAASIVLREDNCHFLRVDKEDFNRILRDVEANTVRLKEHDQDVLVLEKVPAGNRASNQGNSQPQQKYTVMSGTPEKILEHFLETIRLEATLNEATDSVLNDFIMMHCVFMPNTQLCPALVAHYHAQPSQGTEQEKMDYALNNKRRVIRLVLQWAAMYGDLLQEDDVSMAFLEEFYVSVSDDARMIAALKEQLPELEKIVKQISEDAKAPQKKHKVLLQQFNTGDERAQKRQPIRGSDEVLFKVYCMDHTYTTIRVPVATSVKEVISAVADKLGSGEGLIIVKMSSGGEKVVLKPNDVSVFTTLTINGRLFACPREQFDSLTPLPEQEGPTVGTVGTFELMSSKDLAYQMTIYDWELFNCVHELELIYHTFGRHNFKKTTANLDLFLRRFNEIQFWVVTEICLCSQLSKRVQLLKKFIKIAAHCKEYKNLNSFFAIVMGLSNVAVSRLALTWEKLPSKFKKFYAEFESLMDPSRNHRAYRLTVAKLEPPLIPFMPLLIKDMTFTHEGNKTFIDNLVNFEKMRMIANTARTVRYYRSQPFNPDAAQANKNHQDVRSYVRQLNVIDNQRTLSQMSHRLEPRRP
#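 In this primary screen, activation is scored as increased exchange of BODIPY-GDP from Rap1B by 100 nM EPAC2, with 50 uM GDP as competitor. Signal is normalized to the 6.5 mM cAMP agonist control.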
# Nrf2 activator – qHTS of Nrf2 Activators; AID 624171, 2012; AREc32 ARE-luciferase reporter (MCF7-derived line), luminescence, 24 h; Potency, µM (top dose mostly 46.1 µM), inactives show at the top dose activation, most hits filed as activators; 0.31% of 410,000 active; also: potency is read from the fitted curve at half-maximal effect; % of control where 0% means no effect; nearly all actives have a fitted effect of over 65% in size
#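 Luciferase luminescence (Steady-Glo, 30 min at room temperature) served as the read-out of ARE activation in AREc32 cells treated with compounds for 24 hr at 37 deg C.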
# ATXN2 expr inh – Primary qHTS for Inhibitors of ATXN expression; AID 1745845, 2022; HEK-293 ATXN2-luciferase reporter, luminescence, 24 h; Potency, µM (doses to about 57 µM), for the others: at the top dose activity change, negative = inhibition, actives largely listed as inhibitors; 0.72% of 360,000 active; also: potency is read from the fitted curve at half-maximal effect; % is scaled to controls: 0 for no effect and ±100 for the full control effect; nearly all actives have a fitted effect of over 55% in size
#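 ATXN2-luciferase reporter cells (luciferase flanked by upstream and downstream ATXN2 gene portions) were treated 24 h at 37 °C with compounds at up to 57 uM. SteadyGlo luminescence gave expression; GF-AFC fluorescence gave viability.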
# ATXN viability – Viability Counterscreen for Primary qHTS for Inhibitors of ATXN expression | S2 cells (HEK-293 line with an ATXN2-luciferase reporter) viability, CellTiter-Fluor protease fluorescence, 24 h | Potency, µM (top dose mostly 56.7 µM), usual class: cytotoxic | 0.49% of 400,000 active; also: potency is read from the fitted curve at half-maximal effect; nearly all actives have a fitted effect of over 40% in size
# TGFb SMAD3 inh – qHTS for Inhibitors of TGF-b; Potency, µM (top dose mostly 46.1 µM), inactives show at the top dose activity, negative = inhibition, most hits filed as inhibitors; 1.2% of 410,000 active; HepG2 CAGA-GFP TGF-b/SMAD3 reporter, GFP fluorescence, 18 h; TGF-beta stimulated, 500 pg/mL final; also: potency is read from the fitted curve at half-maximal effect; % is scaled to controls: 0 for no effect and ±100 for the full control effect; nearly all actives have a fitted effect of over 65% in size
#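 First, reporter cells (HEPG2 CAGA-GFP) rested 2 h at 37 degrees C. Next, compounds were pinned in and TGF-beta added to 500 pg/mL final. After 18 h, GFP was imaged per cell and summed per well.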
# HepG2 tox – qHTS for Inhibitors of TGF-b: Cytotox Counterscreen; HepG2 CAGA-GFP viability, ATP luminescence, 18 h; Potency, µM (top dose mostly 46.1 µM), for the others: top-dose activity change, negative = cytotoxicity, usual class: cytotoxic; 0.76% of 410,000 active; AID 588856, 2011; also: potency is read from the fitted curve at half-maximal effect; some results filed as inactive show a strong effect at the top dose
#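 CellTiter-Glo luminescence gave cytotoxicity after 18 hours at 37 degrees C. The cells were HepG2 CAGA-GFP in 1% FBS DMEM, stimulated with 500 pg/mL TGF-beta after compound addition. %Activity was normalised to no-cell wells (complete cell-killing) and DMSO (no toxicity), and curves were fitted and classified.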
# A549 viability – Nrf2 qHTS screen for inhibitors: counterscreen for cytotoxicity | 0.16% of 390,000 active | Potency, µM (highest dose often 46 µM), for the others: top-dose activity change, negative = cytotoxicity, hits mostly inhibitors | A549 ARE-Fluc cells, CellTiter-Fluor viability, 18-24 h; also: potency is read from the fitted curve at half-maximal effect; % is scaled to controls: 0 for no effect and ±100 for the full control effect
#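 A549 ARE-Fluc cells in 5% FBS OPTI-MEM, 5000 cells/well, rested 2 h then exposed to compounds in concentration-response for 18-24 h at 37 °C. Viability by CellTiter-Fluor fluorescence (Ex 405/Em 525) after 30 min; luciferase luminescence (BugLite, 15 min, RT) read afterwards.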
# IL2 activator – qHTS of IL-2 Activators. activation, % (series mostly up to about 46 µM). 0.065% of 360,000 active. IL-2 activation reporter assay, cell-based qHTS; stimulated with anti-CD3/CD4/CD28 beads; in transgenic mouse T cells; in the data active = activation above about 50%; inconclusive = mostly about 30% to 49%; also: 0% is about no effect
#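 First, unstimulated transgenic mouse T cells were exposed to compound for 60 min. Next, anti-CD3/anti-CD4-coated beads with anti-CD28 were added. Finally, after 18 h at 37 degrees C, EGFP and DsRed were imaged.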
# Nrf2 block – Nrf2 qHTS screen for inhibitors. A549 ARE-Fluc reporter, luciferase luminescence, 18-24 h. Potency, µM (series often up to 46 µM), for the others: at the highest dose activity change, negative = inhibition, most hits filed as inhibitors. 2.1% of 360,000 active. AID 504444, 2011; also: potency is read from the fitted curve at half-maximal effect; % is scaled to controls: 0 for no effect and ±100 for the full control effect; nearly all actives have a fitted effect of over 60% in size
#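 Reporter: ARE-Fluc in A549. Exposure: 18-24 h, 37 °C, 5% CO2, 5% FBS OPTI-MEM. Readouts: fluorescent cytotoxicity (CellTiter-Fluor), then luminescent Nrf2 signal after BugLite.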
# * marks the source's active call; other numbers are inactive results; i = inactive; u = inconclusive; x = no result given; & = joins results of further samples. Unless noted, calls follow the shape of the dose curve; as a rule, active = well fitted curve in the direction sought with a large enough effect; inconclusive = small, poorly fitted or top-dose-only effect, or another doubt; inactive = no such curve, though single readings can be large; an effect the other way counts as inactive or inconclusive.
SMILES,EPAC2 agonist,Nrf2 activator,ATXN2 expr inh,ATXN viability,TGFb SMAD3 inh,HepG2 tox,A549 viability,IL2 activator,Nrf2 block
Nc1ccc(N2CCOCC2)c(S(=O)(=O)Nc2cc(Cl)ccc2Cl)c1,10%,0.2%,-11%,i,0%,-10%,-4%,-1.0,-12%
Cc1ccc2nc3c(cc(C(=O)NC4CCCC4)c(=N)n3C3CCCCC3)c(=O)n2c1,-2%,0.0%,-11%,x,-19%,-10%,7%,0.9,2%
C=CCNC(=O)c1c2c(nc3ccccc13)-c1ccccc1CC2,7%,0.5%,2%,i,-3%,-1%,x,-1.4,4%
O=C(O)CCc1ccc(-c2ccc(Cl)cc2)n1Cc1ccco1,-4%,-0.2%,6%,i,16%,-2%,-2%,-1.2,-22%
COc1ccc(OC)c(NC(=O)Cn2cc(C(=O)c3ccco3)c3ccccc32)c1,23%,-0.2%,0%,i,-2%,-25%,0%,-2.1,15µM*
Cc1ccccc1N=C/C=C1\N(C)c2ccccc2C1(C)C,9%,0.0%,-10%,i,0%,-17%,u,-3.6,-25%
Cc1ccc(CCNS(=O)(=O)c2c(C)nc3sc(C)c(C)n3c2=O)cc1,x,-0.9%,x,x,-1%,-5%,6%,x,9%
Cc1ccc(N2C(=O)N(CC(=O)c3cc(C)ccc3C)C(=O)C2C)cc1 (stereo not given),0%,1.1%,-8%,i,-10%,2%,-4%,0.1,2%
O=C(CNC(=O)c1ccccc1)OCC(=O)c1c[nH]c2ccccc12,11%,1.9%,0%,i,-6%,3%,-1%,-0.3,0%
COc1ccc(CCC(=O)Nc2ccc(Cn3ccnc3)cc2)cc1,8%,0.3%,2%,i,-10%,-4%,11%,0.8,3%
CCOc1ccc(-c2nc(CN3CCCCC3CCn3cccn3)c(C)o2)cc1 (stereo not given),1%,1.0%,x,u,-42%,-32%,6%,-0.1,29%
C/C(=N\NC(=O)c1ccncc1)c1cccs1,2%,4.9%,-17%,i,-15%,-45%,-1%,0.6,8%
O=C(CNC(=O)c1ccc(S(=O)(=O)N2CCCC2)cc1)N/N=C/c1c(Cl)cccc1Cl,13%,3.9%,-38%,i,-13%,-23%,-1%,-0.8,u
Cc1ccc(C2CC(=O)N(Cc3ccccc3)c3c2c(C)nn3-c2nc(C)cc(C)n2)cc1 (stereo not given),x,1.2%,-18%,u,-31%,-13%,-3%,x,-1%
Nc1c(Cl)cnn(-c2ccccc2)c1=O,7%,2.4%,-16%,i,0%,52%,6%,0.2,3%
CC(=O)NC(CCS(C)(=O)=O)C(=O)Nc1ccc2c(c1)OCCO2 (stereo not given),11%,0.3%,9%,i,-11%,0%,9%,-0.9,-6%
COc1ccc(/C=C(\NC(=O)c2ccccc2Cl)C(=O)NCCCC(=O)O)cc1,10%,-0.4%,4%,i,5%,11%,5%,0.2,-9%
CCOC(=O)CCC(=O)NNC(=O)c1ccc(NC(=O)c2ccccc2)cc1,9%,-0.7%,x,i,0%,-8%,-5%,-1.1,2%
COc1ccc(NC(=O)C2CCCC2)cn1,-1%,-0.8%,11%,i,5%,7%,-6%,-3.3,9%
COc1cccc(/C=C/C(=O)NCc2ccc3c(c2)OCO3)c1,13%,-0.9%,5%,i,-8%,7%,1%,0.1,u
Cn1c(=O)c2c(nc(CN3CCOCC3)n2CC(=O)c2ccccc2)n(C)c1=O,14%,-0.6%,1%,i,-6%,-11%,2%,2.1,9%
Cc1c(NC(=O)COc2ncnc3ccccc23)c(=O)n(-c2ccccc2)n1C,5%,3.2%,2%,i,9%,0%,1%,-1.9,-3%
COc1ccc(C2NN=C(c3ccc(C)cc3)S2)cc1 (stereo not given),4%,1.7%,x,i,-8%,-4%,-6%,-0.2,u
O=C(COc1ccccc1)NC1CCCCC1,5%,-0.2%,9%,i,-9%,-14%,15%,1.8,2%
COc1nc2c(s1)C(=O)NCCC2,0%,0.9%,-4%,i,0%,5%,7%,-1.4,x

# 2 of the compounds above, with each value named.
> CCOc1ccc(-c2nc(CN3CCCCC3CCn3cccn3)c(C)o2)cc1 (stereo not given)
  EPAC2 agonist = 1% | Nrf2 activator = 1.0% | ATXN2 expr inh = x | ATXN viability = u | TGFb SMAD3 inh = -42% | HepG2 tox = -32% | A549 viability = 6% | IL2 activator = -0.1 | Nrf2 block = 29%
> C/C(=N\NC(=O)c1ccncc1)c1cccs1
  EPAC2 agonist = 2% | Nrf2 activator = 4.9% | ATXN2 expr inh = -17% | ATXN viability = i | TGFb SMAD3 inh = -15% | HepG2 tox = -45% | A549 viability = -1% | IL2 activator = 0.6 | Nrf2 block = 8%

# The main list resumes, starting 2 compounds before the break.
SMILES,EPAC2 agonist,Nrf2 activator,ATXN2 expr inh,ATXN viability,TGFb SMAD3 inh,HepG2 tox,A549 viability,IL2 activator,Nrf2 block
O=C(COc1ccccc1)NC1CCCCC1,5%,-0.2%,9%,i,-9%,-14%,15%,1.8,2%
COc1nc2c(s1)C(=O)NCCC2,0%,0.9%,-4%,i,0%,5%,7%,-1.4,x
CCC/C(=N\NC(=O)CCC(=O)NCc1ccccc1)c1ccccc1,3%,-0.4%,-6%,i,u,0%,-12%,-4.7,-14%
Cc1ccc(NS(=O)(=O)c2c(C)[nH]c(=O)[nH]c2=O)c(Br)c1,3%,0.0%,x,i,1%,4%,8%,0.4,3%
CCNc1nc(NCC)nc(NC(N)=S)n1,13%,1.1%,-7%,i,0%,-15%,6%,1.0,6%
C[C@@H]1CN([C@H](C)CO)C(=O)c2cc(NS(=O)(=O)c3cccs3)ccc2O[C@H]1CN(C)Cc1ccccc1,5%,-0.2%,0%,i,-3%,-7%,5%,-1.4,-15%
Cc1cc(C(=O)O)cc(Br)c1N,0%,-0.5%,-4%,i,11%,4%,-7%,1.4,5%
O=C(N1CCN(c2ccc(F)cc2)CC1)C1(c2cccs2)CCOCC1,-6%,0.2%,-9%,i,-8%,-1%,-6%,-0.2,-2%
NC(=O)C1CCCN(C(=S)NCc2ccc3c(c2)OCO3)C1 (stereo not given),4%,-0.7%,2%,i,5%,4%,3%,1.2,-10%
CC1C(=O)C(C)C(c2cccs2)NC1c1cccs1 (stereo not given),16%,0.3%,-23%,i,2%,0%,0%,-2.6,-9%
CCOc1ccccc1-n1ccnc(NCc2ccc(F)cc2)c1=O,x,3.8%,-9%,u,2%,-4%,8%,x,u
COc1ccc(C2(C)NC(=O)N(CC(=O)NC3CCCC3)C2=O)cc1OC (stereo not given),4%,0.1%,5%,i,0%,3%,3%,0.0,-6%
O=S(=O)(NNc1ccc(F)cc1F)c1cccc(Cl)c1,2%,-0.6%,-6%,i,u,2%,5%,-3.3,-24%
CCCNC(=O)c1cc(OC)c(OC)cc1[N+](=O)[O-],0%,-0.2%,1%,i,1%,-8%,-4%,-0.1,0%
c1ccc(CSc2nnc(SCc3ccccn3)s2)nc1,3%,7.5%,21%,i,8%,3%,-2%,0.8,28%
CCOC(=O)CNC(=O)c1sc(NC(=O)c2ccccc2F)nc1C,8%,8.8%,6%,i,4%,-28%,-2%,0.4,u
CCOC(=O)c1ccc(-n2c(C)nc3c(cnn3-c3ccc(Cl)cc3)c2=O)cc1,-4%,-1.4%&0.2%,-2%&-7%,i,u,3%&11%,0%&-5%,-1.9,u
O=C(COC(=O)CCc1ccc(S(=O)(=O)N2CCCCC2)cc1)Nc1ccc2c(c1)OCO2,11%,0.0%,11%,i,6%,3%,-11%,0.7,-7%
COc1ccc(CN(C)C[C@H]2OCCCC[C@@H](C)Oc3ccc(NS(C)(=O)=O)cc3C(=O)N([C@H](C)CO)C[C@@H]2C)cc1,0%,0.4%,4%,i,4%,-5%,x,1.1,x
CCC1(C)Cc2ccccc2-c2nc[nH]c(=O)c21 (stereo not given),17%,-0.5%,-4%,x,1%,-27%,1%,-6.2,3%
COc1cc(/C=N/NC(=O)[C@H](Cc2c[nH]c3ccccc23)NC(=O)OCC(C)C)cc([N+](=O)[O-])c1O,4%,0.7%,-8%,u,-8%,-18%,-21%,-0.7,-2%
CCCCCCn1c(N2CCC(C(N)=O)CC2)nc2c1c(=O)[nH]c(=O)n2C,7%,0.8%,-4%,i,10%,-3%,-5%,-2.9,-4%
C=CCNC(=O)C1CC2c3ccccc3C1c1ccccc12 (stereo not given),4%,0.3%,-5%,i,-7%,5%,-6%,1.9,2%
Cc1ccc2c(c1)C1NC(=S)NC(C)(O2)C1C(=O)Nc1ccc(Cl)cc1 (stereo not given),-7%,4.5%,-13%,i,u,-49%,10%,-0.4,-15%
CCOC(=O)CNC(=O)c1ccccc1Br,-6%,0.3%,8%,i,0%,0%,3%,-1.2,x
CS(=O)c1ccc(-n2c(=O)n(Cc3ccccc3)c(=O)c3[nH]cnc32)cc1 (stereo not given),-3%,2.6%,-1%,i,0%,11%,2%,-0.2,5%
Cn1c(=O)c2sccc2n(CC(=O)NCCC2=CCCCC2)c1=O,-13%,-0.2%,2%,i,1%,5%,-1%,-0.9,-11%
O=C(COc1ccc(S(=O)(=O)Nc2cccc(C(F)(F)F)c2)cc1)N1CCOCC1,4%,-1.0%,-6%,i,-18%,-11%,0%,-2.2,u
Cn1c(C(=O)N2CCC(C(N)=O)CC2)cc2cc(Cl)ccc21,-2%,3.2%,3%,i,5%,-4%,1%,-1.7,-3%
Cc1ccc(NC2=CC(=O)C(=O)c3ccccc32)c(C)c1,1%,-0.7%,x,u,u,5µM*,-5%,0.7,u
O=C1CSC(c2ccccn2)N1c1ccc(F)cc1F (stereo not given),5%,-0.8%,-2%,i,-18%,-20%,1%,4.7,3%

# High-throughput results deposited in PubChem by National Center for Advancing Translational Sciences (NCATS).
